From PubChem BioAssay
E coli growth: E. coli V3065 growth inhibition, primary screen, counter-screen for AddAB inhibitor project, absorbance, OD600; 18 h; inhibition, % at 11.9 µM; hit rate 0.27% among 330,000; AID 449728, 2010;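 active = inhibition above the campaign's mean inhibition across all tested compounds plus 3 SD, cut at about 9.9% in these data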;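 note: uninfected addAB+ strain grown without phage in ampicillin broth; 0% = DMSO wells and 100% = ciprofloxacin 0.95 µg/ml wells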
Mot1-301 SUMO: yeast Mot1-301 growth rescue at high temperature, primary screen, SUMOylation pathway inhibitor project, S. cerevisiae, ATP luminescence, 38.5C; S. cerevisiae Mot1-301 growth rescue; percent above DMSO median, 100 means doubled; growth rescue, % at 18.8 µM; hit rate 1% among 320,000;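 active = every valid replicate shows activation above 250% relative to neutral control wells; inactive = the rest, any valid replicate at or below 250%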;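 note: OY570 slx delta 5 strain wells were the positive control but not used for scaling; some compounds called inactive have numbers as strong as hits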
DSG3 Ab inh: inhibitors of pemphigus antibody binding to DSG3, primary screen, biochemical, bead-based, flow cytometry, scFv-GFP; hit rate 0.48% among 310,000; DSG3-coupled beads, scFv-anti-DSG3-GFP binding; active compounds read low; Desmoglein-3 (Homo sapiens), P32926; binding (percent of control), % at 10 µM; AID 588358, 2011;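 active = binding more than 3 SD below its plate's average and above zero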;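 note: hits lower antibody fragment binding to DSG3; some compounds called inactive have numbers as strong as hits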
OPRM1-OPRD1 inv: inverse agonists of MOR-DOR heterodimerization, primary screen, cell-based, luminescence; Mu-type opioid receptor (Homo sapiens) + Delta-type opioid receptor (Homo sapiens), …; cell-based MOR-DOR heterodimer luminescence, inverse agonism; inhibition, % at 9.3 µM; hit rate 0.21% among 340,000; in the data active = inhibition above about 22%, passing the limit was not always enough;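 note: 0% = cells with DMSO and 100% = wells without cells with DMSO; values of inactives mirror those of a sister screen read the other way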
Target sequence (P35372 whole entry, looked up): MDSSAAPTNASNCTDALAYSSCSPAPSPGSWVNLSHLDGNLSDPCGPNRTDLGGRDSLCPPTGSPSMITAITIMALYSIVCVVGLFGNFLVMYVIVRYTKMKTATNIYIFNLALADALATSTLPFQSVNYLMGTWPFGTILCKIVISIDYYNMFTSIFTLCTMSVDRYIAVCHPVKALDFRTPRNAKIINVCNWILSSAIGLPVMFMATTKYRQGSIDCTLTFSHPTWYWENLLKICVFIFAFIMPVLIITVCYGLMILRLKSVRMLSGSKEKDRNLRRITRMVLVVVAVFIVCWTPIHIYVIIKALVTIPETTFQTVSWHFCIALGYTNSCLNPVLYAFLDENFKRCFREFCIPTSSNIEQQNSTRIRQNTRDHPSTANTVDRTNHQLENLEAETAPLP
Target sequence (P41143 whole entry, looked up): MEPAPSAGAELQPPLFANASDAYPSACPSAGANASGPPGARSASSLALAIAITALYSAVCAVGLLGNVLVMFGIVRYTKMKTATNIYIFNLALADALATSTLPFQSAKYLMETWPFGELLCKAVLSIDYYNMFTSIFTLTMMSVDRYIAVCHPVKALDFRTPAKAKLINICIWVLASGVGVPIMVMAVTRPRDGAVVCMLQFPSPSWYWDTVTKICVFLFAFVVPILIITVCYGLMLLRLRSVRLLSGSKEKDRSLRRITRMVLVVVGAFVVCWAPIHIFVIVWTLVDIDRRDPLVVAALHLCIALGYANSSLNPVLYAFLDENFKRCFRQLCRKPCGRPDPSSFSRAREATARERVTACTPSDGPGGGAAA
PKA-R1A act: activators of PKA-R1A holoenzyme, primary screen, biochemical, fluorescence polarization, Cy5-IP20, bovine R1A, mouse PKAc; PKA-R1A dissociation; scaled: DMSO 0%, 113 µM cGMP 100%; activation, % at 11.4 µM; hit rate 0.083% among 340,000; AID 504707, 2011;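 active = percent activation above the mean of all tested compounds plus 3 SD, cut at about 19% in these data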;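 note: higher means more PKAc released from R1A so a rise in polarization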
HTR5A ag ctr: HTR5A agonists in luminescence cell assay, primary screen, counter-screen for OPRM1-OPRD1 heterodimer agonist project, full-deck HTS | 5-hydroxytryptamine receptor 5A (Homo sapiens), P47898 | cell-based | activation, % at 9.3 µM | hit rate 0.61% among 340,000 | AID 504692, 2011; in the data active = activation mostly above about 9.5%, no sharp cut-off; inactive = mostly below about 7.6%;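 note: 0% = cells with vehicle only and 100% = reference agonist; strong numbers were not always called active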
AddAB inh: growth inhibition of E. coli expressing H. pylori AddAB, primary screen, AddAB inhibitor project, absorbance. inhibition, % at 11.9 µM. hit rate 0.29% among 330,000. AID 435030, 2010; in the data active = inhibition above about 12%;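 note: 0% = vehicle wells of infected cells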
phage Ecoli inh: growth loss of phage-infected E. coli, primary screen, RecBCD inhibitor project, absorbance, with phage, HTS; inhibition, % at 11.9 µM; hit rate 0.26% among 360,000; AID 651602, 2012; in the data active = inhibition above about 11%
MOR-DOR ag: agonists of OPRM1-OPRD1 heterodimerization, primary screen, cell-based, luminescence; Mu-type opioid receptor (Homo sapiens) + Delta-type opioid receptor (Homo sapiens), …; cells; activation, % at 9.3 µM; hit rate 0.3% among 340,000; in the data active = activation above about 18%;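 note: 0% = vehicle-treated cells and 100% = reference agonist; values of inactives mirror those of a sister screen read the other way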
HTR5A inv ag: HTR5A inverse agonists in luminescence cell assay, primary screen, counter-screen for OPRM1-OPRD1 heterodimer inverse agonist project, full-deck HTS; 5-hydroxytryptamine receptor 5A (Homo sapiens), P47898; HTR5A cell line, inverse agonism; inhibition, % at 9.3 µM; hit rate 0.083% among 340,000; AID 504634, 2011; in the data active = inhibition mostly above about 23%, no sharp cut-off; inactive = mostly below about 18%;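 note: 0% = cells with DMSO and 100% = no-cell wells with DMSO; some compounds called inactive have numbers as strong as hits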
PfHsp90 set2: growth inhibition of PfHsp90-expressing yeast, primary screen, antimalarial PfHsp90 inhibitor project, S. cerevisiae, BacTiter-Glo luminescence, single point, set 2; BacTiter-Glo ATP, 48 h; yeast lacking PDR1 and PDR3 efflux regulators; inhibition, % at 9.4 µM; hit rate 0.32% among 310,000;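 active = every replicate shows inhibition above about 80%, whatever the replicate mean, limit read from the data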;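 note: 0% = DMSO neutral controls and 100% = 20 µM radicicol positive controls; yeast relying on Plasmodium falciparum Hsp90 in place of its own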
Active calls of the source: *; . = not tested or not shown.

| nr | SMILES | E coli growth | Mot1-301 SUMO | DSG3 Ab inh | OPRM1-OPRD1 inv | PKA-R1A act | HTR5A ag ctr |
| --- | --- | --- | --- | --- | --- | --- | --- |
| 1 | CC(=O)Nc1ccc2c(c1)C(=Nc1ccc(C)cc1)c1ccccc1-2 | . | . | 126 | 5 | 3 | -3 |
| 2 | CCOc1ccc(-n2c(SCC(=O)NC(C)CC)nc3n[nH]c(C)c3c2=N)cc1 (stereo not given) | -1.1 | 5 | 97 | 12 | 3 | -3 |
| 3 | COCCCNC(=O)c1ccc(C(=O)NCCCOC)cc1 | -0.2 | -6 | 105 | 11 | 4 | 3 |
| 4 | O=C(NS(=O)(=O)Oc1ccc(Cl)cc1)OC[C@@H]1CCCN2CCCC[C@H]12 | 3.8 | 298 | 101 | 11 | 1 | -3 |
| 5 | O=C(CN1CCN(C(=O)c2ccco2)CC1)Nc1cccc(S(=O)(=O)N2CCCC2)c1 | 0.3 | 4 | 114 | 5 | -1 | -6 |
| 6 | COc1ccc(C2(C)CC(C)(C)Nc3ccccc32)cc1 (stereo not given) | 1.4 | -5 | 116 | -42 | -2 | 2 |
| 7 | O=C(COc1ccc(Cl)cc1Cl)Nc1nc2n(n1)C(c1ccccc1)CC(=O)N2 (stereo not given) | -2.7 | 4 | 87 | 15 | -3 | -2 |
| 8 | Cc1cc(C)c(NC(=O)CN2C(=O)NC3(CCCCC3)C2=O)c(C)c1 | 0.2 | -11 | 102 | 4 | 0 | 2 |
| 9 | O=C(NNC(=O)c1cccs1)c1ccc(Br)o1 | -3.6 | 2 | 131 | 14 | -12 | 2 |
| 10 | O=S(=O)(c1ccccc1)N1c2cc(Cl)ccc2Oc2nc3ccccc3nc21 | 0.8 | 12 | . | 1 | 2 | -1 |
| 11 | O=C(c1ccc2nc(Cc3cccc(Cl)c3)oc2c1)N1CCOCC1 | 1.0 | 5 | 105 | 13 | -11 | -1 |
| 12 | Brc1ccc2ncnc(NCc3ccccc3)c2c1 | -2.6 | -2 | 107 | 4 | -6 | 3 |
| 13 | Cc1ccc(-n2c(C)cc(-c3csc(N)n3)c2C)cc1 | -0.9 | -22 | 101 | 4 | 3 | 3 |
| 14 | CC(=O)Cc1nsc(NC(=O)c2ccc(-c3cc(Cl)ccc3Cl)o2)n1 | 0.3 | -2 | 89 | 7 | -13 | 4 |
| 15 | Cc1ccc(S(=O)(=O)N(CC(=O)Nc2cccnc2)c2ccc(Br)cc2)cc1 | 0.5 | 6 | 98 | -171 | -3 | 2 |

| nr | AddAB inh | phage Ecoli inh | MOR-DOR ag | HTR5A inv ag | PfHsp90 set2 |
| --- | --- | --- | --- | --- | --- |
| 1 | . | 2.4 | -0.9 | 13 | -11 |
| 2 | 2.2 | . | -2.9 | 6 | -31 |
| 3 | 3.5 | 1.8 | -2.1 | 6 | 10 |
| 4 | 1.6 | 3.1 | -2.1 | 8 | 4 |
| 5 | -0.1 | 5.2 | -1.3 | 15 | 9 |
| 6 | 3.3 | 2.0 | 8.5 | -7 | 11 |
| 7 | 1.0 | 0.0 | -2.7 | 13 | -33 |
| 8 | 0.5 | 0.1 | -0.7 | -9 | 15 |
| 9 | -1.3 | 3.2 | -2.7 | -3 | 11 |
| 10 | 3.8 | 2.1 | -0.3 | 3 | -39 |
| 11 | 1.9 | 0.7 | -2.5 | 15 | -32 |
| 12 | 1.4 | 3.2 | -1.0 | -8 | -6 |
| 13 | 3.3 | 2.2 | -0.7 | 13 | -12 |
| 14 | 1.1 | 2.1 | -1.3 | -3 | -21 |
| 15 | 0.9 | 1.3 | 25* | -24 | 2 |

With a hit mark in MOR-DOR ag, among the entries above:
No.	Compound	Mot1-301 SUMO	DSG3 Ab inh	OPRM1-OPRD1 inv	PKA-R1A act	phage Ecoli inh	MOR-DOR ag
15	Cc1ccc(S(=O)(=O)N(CC(=O)Nc2cccnc2)c2ccc(Br)cc2)cc1	6	98	-171	-3	1.3	25*

Just Mot1-301 SUMO, MOR-DOR ag and phage Ecoli inh, for some of the entries so far:
nr	smiles	Mot1-301 SUMO	MOR-DOR ag	phage Ecoli inh
2	CCOc1ccc(-n2c(SCC(=O)NC(C)CC)nc3n[nH]c(C)c3c2=N)cc1 (stereo not given)	5	-2.9	.
3	COCCCNC(=O)c1ccc(C(=O)NCCCOC)cc1	-6	-2.1	1.8
4	O=C(NS(=O)(=O)Oc1ccc(Cl)cc1)OC[C@@H]1CCCN2CCCC[C@H]12	298	-2.1	3.1

(listing goes on)
| nr | SMILES | E coli growth | Mot1-301 SUMO | DSG3 Ab inh | OPRM1-OPRD1 inv | PKA-R1A act | HTR5A ag ctr |
| --- | --- | --- | --- | --- | --- | --- | --- |
| 16 | COc1ccc(C2N3CC4(C)CN2CC(C)(C3)C4O)cc1OC (stereo not given) | -0.9 | 35 | 109 | -11 | 8 | 1 |
| 17 | CSCCC(NC(=O)COc1ccccc1)C(=O)N1CC(C)CC(C)C1 (stereo not given) | 1.8 | -4 | . | 0 | 0 | -2 |
| 18 | Cc1ccc(CN2CC(C(=O)Nc3nnc(SCc4c(Cl)cccc4Cl)s3)CC2=O)cc1 (stereo not given) | -0.2 | 2 | . | 8 | -3 | -1 |
| 19 | CC(C)COP(=O)(c1ccc(N(C)C)cc1)C(O)c1ccc(N(C)C)cc1 (stereo not given) | 0.4 | -6 | 102 | 13 | -4 | 2 |
| 20 | CCCNC(=O)C(Cc1ccccc1C)NC(=O)c1ccc(C#N)cc1 (stereo not given) | 0.4 | -6 | 103 | 10 | -2 | 0 |
| 21 | CCOc1ccc(CCNC(=O)c2cc(-c3ccccc3)c(N3CCOCC3)s2)cc1 | -2.3 | 60 | . | 3 | 0 | -1 |
| 22 | COC(=O)c1cn(NC(=O)C2CCC(C)CC2)c(=O)c2ccccc12 (stereo not given) | -0.9 | -8 | 87 | -14 | -3 | 2 |

| nr | AddAB inh | phage Ecoli inh | MOR-DOR ag | HTR5A inv ag | PfHsp90 set2 |
| --- | --- | --- | --- | --- | --- |
| 16 | 1.5 | 1.6 | 2.0 | -4 | 12 |
| 17 | -1.8 | 2.9 | 0.0 | 5 | -1 |
| 18 | 0.9 | 1.9 | -1.5 | -9 | -39 |
| 19 | -0.2 | -0.6 | -2.7 | -6 | -7 |
| 20 | 1.8 | 3.6 | -1.8 | -16 | 15 |
| 21 | 1.2 | 0.3 | -0.5 | 2 | -27 |
| 22 | 1.1 | 3.7 | 2.5 | 6 | . |

4 compounds from above, ordered by SMILES length, ascending:
| nr | SMILES | E coli growth | Mot1-301 SUMO | DSG3 Ab inh | OPRM1-OPRD1 inv | PKA-R1A act | HTR5A ag ctr |
| --- | --- | --- | --- | --- | --- | --- | --- |
| 16 | COc1ccc(C2N3CC4(C)CN2CC(C)(C3)C4O)cc1OC (stereo not given) | -0.9 | 35 | 109 | -11 | 8 | 1 |
| 17 | CSCCC(NC(=O)COc1ccccc1)C(=O)N1CC(C)CC(C)C1 (stereo not given) | 1.8 | -4 | . | 0 | 0 | -2 |
| 19 | CC(C)COP(=O)(c1ccc(N(C)C)cc1)C(O)c1ccc(N(C)C)cc1 (stereo not given) | 0.4 | -6 | 102 | 13 | -4 | 2 |
| 18 | Cc1ccc(CN2CC(C(=O)Nc3nnc(SCc4c(Cl)cccc4Cl)s3)CC2=O)cc1 (stereo not given) | -0.2 | 2 | . | 8 | -3 | -1 |

| nr | AddAB inh | phage Ecoli inh | MOR-DOR ag | HTR5A inv ag | PfHsp90 set2 |
| --- | --- | --- | --- | --- | --- |
| 16 | 1.5 | 1.6 | 2.0 | -4 | 12 |
| 17 | -1.8 | 2.9 | 0.0 | 5 | -1 |
| 19 | -0.2 | -0.6 | -2.7 | -6 | -7 |
| 18 | 0.9 | 1.9 | -1.5 | -9 | -39 |

Not a hit list; any-hit rate near 3.2%.
